Source: PubChem BioAssay (National Center for Advancing Translational Sciences (NCATS))
Pf growth 48h – P. falciparum growth inhibition at 48 hours (one generation). P. falciparum luciferase growth in erythrocytes, 48 h. Potency, µM (doses to about 28.7 µM), for the others: top-dose activity change, negative = inhibition, actives largely listed as inhibitors. hit rate 5.9% among 310,000. AID 504832; note: potency is the fitted concentration of half-maximal effect; % is set by controls: 0 for no effect and ±100 for the full control effect
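Read-out is firefly luciferase luminescence from an integrated reporter in P. falciparum, so falling signal marks reduced parasite growth. Infected erythrocytes were at 2% hematocrit and 0.1% parasitemia (final) in Albumax-supplemented RPMI 1640.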
TbPYK inhibitor – inhibitors of Trypanosoma brucei pyruvate kinase; TbPYK enzyme, Kinase-Glo Plus ATP luminescence, 45 min; Potency, µM (series often up to 76.8 µM), without a hit: at the top dose activity, negative = inhibition, actives largely listed as inhibitors; hit rate 0.12% among 410,000; Q57TT1; AID 624173; note: potency is the fitted concentration of half-maximal effect; % is set by controls: 0 for no effect and ±100 for the full control effect; nearly all actives have a fitted effect of over 50% in size
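Quantitative HTS: titrated library compounds versus trypanosomal pyruvate kinase in TEA buffer (pH 7.2) containing KCl, MgCl2, BSA and Tween-20. Reactions were initiated with ADP, 130 uM final. Kinase-Glo Plus luminescence was read after 45 min at RT.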
Shiga inhibitor – blocks Shiga toxin action in Vero cells; Vero cells, Shiga toxin protein synthesis inhibition reporter; inhibition, % at 38.7 µM; hit rate 9.2% among 290,000; in the data active = inhibition mostly above about 28%, no sharp cut-off; inactive = mostly below about 43%; note: 0% is about no effect
Pf growth 96h – P. falciparum growth inhibition at 96 hours | P. falciparum luciferase reporter growth, 96 h | Potency, µM (top dose mostly 28.7 µM), for the others: at the top dose activity change, negative = inhibition, most hits filed as inhibitors | hit rate 6.9% among 320,000; note: potency is the fitted concentration of half-maximal effect; % is set by controls: 0 for no effect and ±100 for the full control effect
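Two-generation exposure (96 h) targets delayed-death phenotype. Reporter parasites carrying integrated firefly luciferase, in red cells at 2% hematocrit and 0.05% parasitemia final, kept at 37 C, 5% CO2; luminescence loss indicates inhibition.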
AMA1-RON2 inh – inhibitors of Plasmodium falciparum AMA1-RON2 interaction; AlphaScreen AMA1-biotinylated RON2 peptide binding; Potency, µM (top dose mostly 58.2 µM), inactives show at the highest dose activity change, negative = inhibition, hits mostly inhibitors; hit rate 0.2% among 360,000; AID 720542;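 note: potency is the fitted concentration of half-maximal effect; 0% = vehicle wells and -100% = peptide control; nearly all actives have a fitted effect of over 45% in size; some results filed as inactive show a strong effect at the top dose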
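AMA1 (3D7) with his tag at 25 nM final met compounds first, then biotinylated RON2 peptide at 25 nM; detection used donor plus acceptor beads, 10 µg/mL apiece, read by AlphaScreen after 30 min at room temperature.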
CHX counter – counter-screen hit for Shiga toxin inhibitors, cycloheximide | cell reporter, cycloheximide protein synthesis inhibition counterscreen | max response, % | hit rate 12% among 300,000 | AID 2314; in the data active = max response mostly above about 13%, no sharp cut-off; inactive = mostly below about 14%; note: read at 38.3 µM for the half of the compounds with a filed dose; 0% is about no effect
LmPK inh – LmPK (Leishmania mexicana) enzyme inhibition; Q27686; purified LmPK, Kinase-Glo ATP luminescence, 1 h; Potency, µM (series often up to 57.5 µM), for inactives: top-dose activity change, negative = inhibition, usual class: inhibitors; hit rate 0.37% among 290,000; AID 1721; note: potency is the fitted concentration of half-maximal effect; % is set by controls: 0 for no effect and ±100 for the full control effect
Target sequence (Q27686 whole entry, looked up): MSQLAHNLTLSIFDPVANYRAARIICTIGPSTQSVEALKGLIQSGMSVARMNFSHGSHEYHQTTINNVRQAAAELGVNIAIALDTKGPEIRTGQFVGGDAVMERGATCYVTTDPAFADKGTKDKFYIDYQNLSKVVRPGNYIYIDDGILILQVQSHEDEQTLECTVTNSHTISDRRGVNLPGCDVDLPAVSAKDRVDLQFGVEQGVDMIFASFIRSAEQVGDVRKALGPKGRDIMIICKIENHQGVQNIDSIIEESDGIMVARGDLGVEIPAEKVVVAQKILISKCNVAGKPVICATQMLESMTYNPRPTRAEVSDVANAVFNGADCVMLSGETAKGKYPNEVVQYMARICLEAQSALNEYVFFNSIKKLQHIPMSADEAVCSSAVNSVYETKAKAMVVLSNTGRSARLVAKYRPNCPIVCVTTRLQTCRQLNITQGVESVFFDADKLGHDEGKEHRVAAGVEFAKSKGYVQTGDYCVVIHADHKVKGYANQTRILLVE
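qHTS format; LmPK 0.1 nM; substrates PEP 0.5 mM and ADP 0.1 mM. One-hour room-temperature incubation, then coupled luciferase luminescence; 0.5 nM enzyme wells mark activation.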
Numbers without * were called inactive; ? = inconclusive; / = not tested or not shown; [ ] = another dose, or the depositor's remark. Unless noted, calls come from the whole dose curve; as a rule, active = well fitted curve in the direction sought with a large enough effect; inconclusive = small, poorly fitted or top-dose-only effect, or another doubt; inactive = no such curve, though single readings can be large; an effect the other way counts as inactive or inconclusive. No enrichment for hits; any-hit rate near 21%.

#	mol	Pf growth 48h	TbPYK inhibitor	Shiga inhibitor	Pf growth 96h	AMA1-RON2 inh	CHX counter	LmPK inh
1	CCNC(=S)N(Cc1ccco1)Cc1cc2cc3c(cc2[nH]c1=O)OCCO3	?	5%	-10	3%	16%	-2	3%
2	CC1(C)CC(NC(=O)N2c3ccccc3Sc3ccccc32)CC(C)(C)N1	?	-4%	-3	?	-6%	-2	-1%
3	Cn1c(SCC(=O)N2CCOCC2)nnc1-c1cccc(NC(=O)c2ccccc2)c1	-8%	-13%	-5	?	-4%	-5	3%
4	CCc1nnc(NC(=O)CSc2nnc(Cc3ccc(OC)cc3)o2)s1	21%	1%	7	0%	79%[activator]	-3	2%
5	CCCCOc1cccc(C(=O)Nc2ccc(NC(=O)c3cccs3)cc2)c1	0%	0%	28	4.7µM*	-2%	-1	9%
6	CCOc1ccc(-n2c(-c3ccccc3)c[n+]3c2CCC3)cc1	?	5%	-5	?	-11%	2	0%
7	Cc1ccc(-c2nc3ccccc3s2)cc1NC(=S)NC(=O)c1ccccc1	106%[activator]	-7%	187*	78%[activator]	-3%	34*	-3%
8	Cc1cc(C)cc(NC(=O)COC(=O)CN=C2NS(=O)(=O)c3ccccc32)c1	39%[activator]	7%	-12	0%	-10%	-5	-1%
9	CC(=O)[O][Hg][c]1ccccc1	1.5µM*	?	/	3µM*	/	/	/
10	CCCNNC(=O)C(O)(c1ccccc1)c1ccccc1	-1%	1%	-9	10µM*	13%[11.6 µM]	-1	3%
11	NC(=O)CCN1CCN(Cc2nc(C(c3ccccc3)c3ccccc3)no2)CC1	?	1%	9	4%	-7%	-1	-2%
12	CN1CCN(C(=O)/C(=C\c2ccccc2)c2ccccc2)CC1	/	-2%	-16	-33%	-17%	-4	3%
13	COc1cccc(N2CCN(c3ccc4nnc(CCC(=O)Nc5ncccc5C)n4n3)CC2)c1	?	-9%	-11	29%	-1%	-1	5%
14	Clc1cc(Br)ccc1OCCCn1ccnc1	?	10%	29	?	-14%	-2	1%
15	NNc1nc(NCc2ccccc2)nc(N2CCOCC2)n1	?	-6%	-10	125%[activator]	-2%	-2	1%
16	Cc1ccc(Cn2cc(S(=O)(=O)c3ccc(C(C)C)cc3)c(=O)c3cc4c(cc32)OCO4)cc1	9.3µM*	2%	-6	3.3µM*	-6%[2.32 µM]	7	1%
17	CCn1c(CC(=O)Nc2ccccc2F)nnc1SCC(=O)NC1CCCCC1	-2%	-9%	16	44%[activator]	9%	-4	0%
18	CCc1nnc(NS(=O)(=O)c2ccc(N=Cc3c(O)n(-c4ccccc4)c(=O)[nH]c3=O)cc2)s1	-2%	-4%	12	7%	-2%	2	-1%
19	CC12CN(C(=O)c3cccc([N+](=O)[O-])c3)C3(C#N)CC1CCC23C (centres undefined)	-29%	5%	7	-93%	-4%	-3	-1%
20	Cc1ccc(NCc2nnc3n2CCCCC3)cc1	78%[activator]	2%	5	?	0%	22	-3%
21	Clc1cccc(N2CCN(CCNc3nc4ccccc4n4cnnc34)CC2)c1	-7%	0%	1	19%	-1%	-2	-3%
22	Cc1ccccc1OCC(=O)NNC(=O)CN1C(=O)c2ccccc2C1=O	23%	-12%	-13	?	95%[activator]	1	1%
23	Cc1cc(C(=O)COc2cccnc2[N+](=O)[O-])c(C)n1Cc1ccco1	-21%	-7%	10	14%	-6%	14	1%
24	O=C(COc1ccc(S(=O)(=O)NCc2ccccc2)cc1)NCC1CCCO1 (centres undefined)	-19%	0%	7	-6%	12%	2	3%
25	COC/C=C/C1=CC2=CC(=O)C(C)(OC(=O)c3cnc4ccccc4n3)C(=O)C2=CN1CCOC (centres undefined)	/	-4%	/	/	0%	/	-8%[11.5 µM]
26	COC(CNC(=O)C1CCCCC1C(=O)O)OC (centres undefined)	14%	-1%	-3	18%	2%	-2	-10%
27	Cc1oc(-c2ccccc2)cc1C(=O)Nc1cccc2ccccc12	0%	5%	13	0%	-6%	16*	1%
28	CCOc1ccc2ccccc2c1/C=N/NC(=O)CNC(=O)c1ccccc1O	-26%	20%	2	3%	13%	-1	-2%
29	O=C(Nc1ccc(N2CCN(C(=O)c3ccccc3)CC2)cc1)c1cccnc1	-9%	-1%	-5	18%	-26%	-6	-3%
30	O=C(CCCN1C(=O)c2ccccc2C1=O)Nc1cccnc1	24%	2%	-3	-5%	1%	-3	4%
31	CCOC(=O)C1CCN(C(=O)CNS(=O)(=O)c2cccs2)CC1	18%	6%	-2	?	-3%	5	1%
32	O=C(COC(=O)c1cnccn1)c1ccc2c(c1)CCCC2	-3%	2%	12	-6%	-2%	19	-3%
33	COc1cccc(NC(=O)NCCN2CCCCC2)c1	?	1%	18	-37%	4%	1	2%
34	O=C(CSc1ncnc2sc3c(c12)CCC3)NCC1CCCO1 (centres undefined)	8%	0%	10	?	-17%	9	-2%
35	CC(NC(=O)COC(=O)c1ccc(CO)cc1)C1CC2CCC1C2 (centres undefined)	?	-1%	/	30%[activator]	9%	/	/
36	CCC(C)NC(=O)c1ccccc1SC (centres undefined)	2%	-15%	-1	?	-11%	-2	0%
37	CCCOc1cccc(C(=O)NC(=S)Nc2cccc(NC(=O)c3ccccc3Cl)c2)c1	2%	-10%	-13	2.9µM*	2%	4	-1%
38	CC(OC(=O)Cc1coc2cc3c(cc12)CCC3)C(=O)NCc1ccc2c(c1)OCO2 (centres undefined)	0%	-2%	1	/	-5%	-4	5%
39	CCOC(=O)c1ccc(NC(=O)c2nc[nH]c2C(=O)N[C@H](C)c2ccccc2)cc1	?	0%	8	?	156%[activator]	-3	3%
40	COc1cc(C(=O)Nc2ccc(C(=O)O)cc2)ccc1OC(C)=O	21%	-4%	-6	2.3µM*	-10%	-1	25µM*
41	CC(C)Cc1ccc(C(C)NC(=O)Cc2ccc(S(=O)(=O)N3CCOCC3)s2)cc1 (centres undefined)	0%	-5%	/	0%	13%	/	/
42	Cc1ccc(NC(=O)COc2cccc(-n3cnnn3)c2)cc1[N+](=O)[O-]	?	0%	1	-9%	-27%	10	-1%
43	CCC(=O)NC(c1cccs1)c1cc([N+](=O)[O-])c2cccnc2c1OC (centres undefined)	-7%	5%	/	2%	/	/	/
44	Cc1ccccc1-n1c(SCC(=O)Nc2cccc3ccccc23)nc(O)cc1=O	13µM*	-2%	-4	?	-9%	-3	-1%
45	CC(=O)NC(NC(C)=O)c1ccc(Br)cc1	38%[activator]	5%	-13	47%[activator]	9%	-1	4%
46	O=[N+]([O-])c1cc(S(=O)(=O)C(F)(F)F)ccc1Sc1nc2ccccc2[nH]1	15µM*	2%	-22	/	?	-1	5%
47	Cc1ccc(NC(=O)CN(C)C(=O)CCC(=O)c2cccs2)cc1	21%	-1%	-5	161%[activator]	3%	-1	2%
48	CCn1c(SCC(=O)Nc2cccc(OC)c2)nnc1-c1ccc(Cl)cc1	-9%	-24%	-18	-7%	2%	-9	-2%
49	CC1=CC(C2CC(=O)N(c3ccc(C)cc3)C2=O)CC2C(=O)N(c3ccc(C)cc3)C(=O)C12 (centres undefined)	-16%	-2%	2	-9%	1%	-2	6%
50	O=C(NCCc1ccccc1)/C(=C/c1ccco1)c1ccccc1	7%	-25%	-5	42%[activator]	-24%	-3	-2%

Remaining list, next part.
#	mol	Pf growth 48h	TbPYK inhibitor	Shiga inhibitor	Pf growth 96h	AMA1-RON2 inh	CHX counter	LmPK inh
51	Cc1ccc(S(=O)(=O)N2CCCC(C(=O)NNCC(=O)Nc3cc(F)ccc3F)C2)cc1 (centres undefined)	-28%	1%	-7	?	60%[activator]	8	7%
52	CC(C)(C)C1CCc2c(sc(NC(=O)c3ccco3)c2C(N)=O)C1 (centres undefined)	77%[activator]	-2%	24	?	-3%	15*	2%
53	O=C(NCCc1ccccc1)C(=O)NCC1OCCN1S(=O)(=O)c1ccc([N+](=O)[O-])cc1 (centres undefined)	?	3%	2	-11%	0%	15	0%
54	COc1cccc(C(=O)N2CCC(C(=O)N3CCN(C)CC3)CC2)c1	32%[activator]	-2%	-7	19%	5%	-8	1%
55	CCCOc1ccc(C(=O)Nc2ccc(NC(=O)c3cccs3)cc2)cc1	3%	-3%	49*	-21%	-4%	13	2%
56	COC(=O)c1ccc(Cl)c(NC(=O)c2cccc([N+](=O)[O-])c2C)c1	3%	3%	-10	51%[activator]	19%	-3	0%
57	COc1ccc(CCN(Cc2cccs2)S(=O)(=O)c2ccc(S(=O)(=O)N3CCC(C)CC3)cc2)cc1OC	13%	2%	-4	21%	6%[11.6 µM]	-2	-1%
58	COc1cc(OC)c2c(c1)C(=O)OC2	11%	3%	13	-18%	18%	-2	4%
59	CCOc1ccc(CNC(=O)CCc2cn(C)c3ccccc23)cc1	0%	1%	-5	-17%	-13%	3	3%
60	Cc1ccc(C(=O)NNC(=O)COC(=O)COc2ccccc2C#N)cc1	-18%	7%	/	-3%	30%	/	/
61	c1ccc(-c2nnc(SCc3nc4ccccc4[nH]3)n2Cc2ccco2)nc1	-23%	-11%	-11	?	9%	-1	-1%

Shown with one line to a screen: part of the list above.
(50) O=C(NCCc1ccccc1)/C(=C/c1ccco1)c1ccccc1
(51) Cc1ccc(S(=O)(=O)N2CCCC(C(=O)NNCC(=O)Nc3cc(F)ccc3F)C2)cc1 (centres undefined)
(52) CC(C)(C)C1CCc2c(sc(NC(=O)c3ccco3)c2C(N)=O)C1 (centres undefined)
(53) O=C(NCCc1ccccc1)C(=O)NCC1OCCN1S(=O)(=O)c1ccc([N+](=O)[O-])cc1 (centres undefined)
(54) COc1cccc(C(=O)N2CCC(C(=O)N3CCN(C)CC3)CC2)c1
(55) CCCOc1ccc(C(=O)Nc2ccc(NC(=O)c3cccs3)cc2)cc1
(56) COC(=O)c1ccc(Cl)c(NC(=O)c2cccc([N+](=O)[O-])c2C)c1
assay / entry | 50 | 51 | 52 | 53 | 54 | 55 | 56
Pf growth 48h | 7% | -28% | 77%[activator] | ? | 32%[activator] | 3% | 3%
TbPYK inhibitor | -25% | 1% | -2% | 3% | -2% | -3% | 3%
Shiga inhibitor | -5 | -7 | 24 | 2 | -7 | 49* | -10
Pf growth 96h | 42%[activator] | ? | ? | -11% | 19% | -21% | 51%[activator]
AMA1-RON2 inh | -24% | 60%[activator] | -3% | 0% | 5% | -4% | 19%
CHX counter | -3 | 8 | 15* | 15 | -8 | 13 | -3
LmPK inh | -2% | 7% | 2% | 0% | 1% | 2% | 0%

(57) COc1ccc(CCN(Cc2cccs2)S(=O)(=O)c2ccc(S(=O)(=O)N3CCC(C)CC3)cc2)cc1OC
(58) COc1cc(OC)c2c(c1)C(=O)OC2
assay / entry | 57 | 58
Pf growth 48h | 13% | 11%
TbPYK inhibitor | 2% | 3%
Shiga inhibitor | -4 | 13
Pf growth 96h | 21% | -18%
AMA1-RON2 inh | 6%[11.6 µM] | 18%
CHX counter | -2 | -2
LmPK inh | -1% | 4%
